Assay outcomes as filed in PubChem.
C-LANA FP: inhibitors of KSHV LANA C-terminal domain DNA binding; AID 504423; MBP-C-LANA/FAM-LBS DNA binding, fluorescence polarization; inhibition, % at 9 µM; actives 0.078% (n = 340,000);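 active = highest replicate inhibition at or above 60% at 9 µM, even if other replicates fall short; inactive = all replicates below 60% inhibition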;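 note: 0% = neutral control wells and 100% = 4 µM acridine orange control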
NSD2 HMT inh: NSD2 (human) methyltransferase inhibition | O96028 | NSD2 peptide methylation, AlphaScreen, 120 min | inhibition, % at 12.5 µM | actives 0.54% (n = 310,000); in the data active = inhibition above about 50%
Cardiac RTF inh: cardiac RTF calcium desensitization; P19429+P45379; IANBD-labeled cardiac RTF, Ca2+ fluorescence; inhibition, % at 7.15 µM; actives 0.12% (n = 340,000); AID 493244;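 active = inhibition above the mean inhibition of all tested compounds plus 3 SD, cut at about 17% in these data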;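 note: assay run at fixed EC70 calcium of 1.6 mM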
V-ATPase pHluor: regulators of yeast V-ATPase proton transport; actives 0.37% (n = 350,000); response, % at 10 µM; S. cerevisiae, pHLuorin cytosolic pH fluorescence; in the data active = response mostly above about 7.3%, no sharp cut-off; inactive = mostly below about 5.4%; note: actives read high; inactives centre near 0; some compounds called inactive have numbers as strong as hits; reference of the scale not given here
Pemphigus Ab inh: human desmoglein-3 autoantibody binding inhibition; P32926; DSG3-coupled beads, scFv-anti-DSG3-GFP binding, flow cytometry; stronger effect = lower value; binding (percent of control), % at 10 µM; actives 0.48% (n = 310,000);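 active = binding more than 3 SD below its plate's average and above zero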;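 note: hits lower antibody fragment binding to DSG3; some compounds called inactive have numbers as strong as hits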
Target sequence (P32926 whole entry, looked up, the tested form may be a part): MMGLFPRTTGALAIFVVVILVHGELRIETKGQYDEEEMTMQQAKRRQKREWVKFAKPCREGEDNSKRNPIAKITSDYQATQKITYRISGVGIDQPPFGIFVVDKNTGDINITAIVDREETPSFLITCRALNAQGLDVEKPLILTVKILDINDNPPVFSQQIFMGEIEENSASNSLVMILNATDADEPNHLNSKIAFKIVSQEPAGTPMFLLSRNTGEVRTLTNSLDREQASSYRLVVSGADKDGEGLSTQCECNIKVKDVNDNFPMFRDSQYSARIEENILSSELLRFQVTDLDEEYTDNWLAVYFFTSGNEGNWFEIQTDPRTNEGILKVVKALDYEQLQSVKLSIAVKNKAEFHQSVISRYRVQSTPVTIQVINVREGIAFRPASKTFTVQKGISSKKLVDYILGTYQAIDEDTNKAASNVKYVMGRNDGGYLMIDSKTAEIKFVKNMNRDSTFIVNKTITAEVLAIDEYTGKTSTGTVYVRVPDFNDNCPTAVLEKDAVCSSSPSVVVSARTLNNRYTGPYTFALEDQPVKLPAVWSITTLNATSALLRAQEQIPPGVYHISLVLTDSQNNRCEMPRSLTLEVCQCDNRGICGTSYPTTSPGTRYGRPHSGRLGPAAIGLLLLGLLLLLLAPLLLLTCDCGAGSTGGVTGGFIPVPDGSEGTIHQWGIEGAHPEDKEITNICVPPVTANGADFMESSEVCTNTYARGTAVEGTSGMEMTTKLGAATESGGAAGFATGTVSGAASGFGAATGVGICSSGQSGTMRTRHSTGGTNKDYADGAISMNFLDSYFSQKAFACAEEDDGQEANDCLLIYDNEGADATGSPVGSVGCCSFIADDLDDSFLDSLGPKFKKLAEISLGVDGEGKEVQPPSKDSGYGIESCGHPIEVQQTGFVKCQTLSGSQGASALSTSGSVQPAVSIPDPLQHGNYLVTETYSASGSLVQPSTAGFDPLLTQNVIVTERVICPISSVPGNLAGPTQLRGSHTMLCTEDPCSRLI
CAL PDZ FP-1: inhibitors of human CAL PDZ peptide binding | actives 0.02% (n = 330,000) | inhibition, % at 20 µM | AID 504414 | purified CAL PDZ, TMR-peptide fluorescence polarization, 1 h;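 active = highest replicate inhibition of at least 40%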;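 note: plate controls were DMSO neutral control wells for no effect and unlabeled competitor peptide control wells for full effect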
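System: purified tagged CAL PDZ domain construct (CerCALP). Schedule: 1 h incubation at room temperature before polarization reading. Medium: 25 mM sodium phosphate pH 7.4, 150 mM NaCl, TCEP, IgG, Thesit. Read-out: percent inhibition from loss of millipolarization. Measured by: FP readout, S and P plane fluorescence. Probe or stimulus: fluorescent TMR peptide probe.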
DAGLB inh: diacylglycerol lipase beta (human) inhibition; HEK293T DAGLB membrane lysate, EnzChek fluorogenic substrate; AID 504411; actives 0.059% (n = 340,000); inhibition, % at 5.17 µM; in the data active = inhibition above about 34%;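 note: 0% = enzyme with vehicle and 100% = wells lacking enzyme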
Arrestin-AP2 inh: blocks beta-arrestin peptide binding to AP2 adaptin; actives 0.31% (n = 340,000); inhibition, % at 10 µM; FITC-arrestin peptide / GST-AP2 beads, flow cytometry; AP2 beta2 appendage carries R879A mutation; AID 504490;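 active = inhibition above a set limit, near 3 SD of compounds lacking own fluorescence, cut at about 54% in these data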;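 note: plate controls were DMSO wells for no effect and 5 µM unlabelled arrestin peptide for full effect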
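System: GST-AP2 R879A glutathione beads | Also added: FITC-arrestin peptide, 50 nM | Times: 12 min plus 1 h, RT | Signal: Bead flow cytometry, FITC channel | Buffer or medium: PBS with 0.05% Tween 20 and 0.1% BSA | Read-out basis: Percent drop in bead-associated FITC signal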
Keap1-Nrf2 PPI: disrupts human Keap1 binding to Nrf2 peptide; Q14145; Keap1 Kelch-Nrf2 peptide fluorescence polarization, 1536-well; inhibition, % at 9.4 µM; actives 0.15% (n = 340,000); in the data active = inhibition above about 12%;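 note: human Keap1 Kelch domain with fluorescein labeled Nrf2 9mer peptide probe; 0% = neutral control wells and 100% = peptide positive control; higher means more block of Keap1 binding to Nrf2 peptide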
CAL PDZ FP-2: blocks peptide binding to the human CAL PDZ domain | actives 0.92% (n = 300,000) | purified CAL PDZ, TMR-peptide fluorescence polarization, 1 h | AID 602252 | inhibition, % at 24.9 µM | Q9HD26;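 active = mean inhibition of at least 30% with at least half of replicates also reaching 30%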;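 note: 0% = DMSO neutral control and 100% = excess unlabeled competitor peptide PRC23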
Numbers without * were called inactive; · = not tested or not shown; & = joins results of further samples. A portion of the library; the hit share may differ from the screen's.

item	compound	DAGLB inh	Arrestin-AP2 inh	CAL PDZ FP-1	CAL PDZ FP-2	C-LANA FP	V-ATPase pHluor	Keap1-Nrf2 PPI	Cardiac RTF inh	NSD2 HMT inh	Pemphigus Ab inh
1	CCOc1ccc(CCNC(=O)Cn2cccc2C(=O)c2ccccc2C)cc1OCC	-5	4	-1.5	-1	-0.4	-1	-5	-18	1	123
2	CNC[C@@H]1Oc2c(NS(C)(=O)=O)cccc2C(=O)N([C@@H](C)CO)C[C@H]1C	0	-5	-0.9	0	1.5	0	-1	-11	·	99
3	COc1ccccc1NC(=O)NNC(=O)c1ccc2ccccc2c1	-1	-6	-2.0	-2	1.2	1	-2	0	-3	105
4	O=C(Nc1ccc2c(c1)OCCO2)c1cccc(S(=O)(=O)N2CCOCC2)c1	-2	1	-2.5	5	0.3	-1	0	-5	0	104
5	CC(=O)Nc1nnc(SCc2ccccc2F)s1	-1	-7	-0.2	·	0.8	7	-3	-1	21	·
6	CCN(CC)S(=O)(=O)c1cccc(-c2nnc(SCC(=O)NC3CCCC3)n2N)c1	-1	8	-0.4	·	-0.4	2	3	-3	10	110
7	Cc1nc(NC(=O)C23CCC(C)(C(=O)O2)C3(C)C)sc1C (configuration not stated)	0	3	0.1	7	1.0	6	7	-9	1	110
8	Cc1ccc(C(=O)NCCSCc2ccccc2)cc1[N+](=O)[O-]	-4	8	-0.7	0	-0.1	-3	-3	2	1	99
9	COc1cc2c(cc1OC)C(c1ccc(-c3ccc(Cl)cc3Cl)o1)=NCC2	-10	2	-0.7	-1	-1.2	10	-165	-4	1	97
10	C[C@H](CO)N1C[C@H](C)[C@@H](CN(C)S(=O)(=O)c2cccs2)Oc2ccc(NC(=O)CCC(F)(F)F)cc2C1=O	-5	·	-0.3	1	0.2	-3	2	2	·	99
11	COc1ccc(-c2oc(=O)n(C)c2-c2ccc(OC)cc2)cc1	-4	8	-1.9	-5	-1.1	0	-3	2	4	93
12	CCC(=O)N/N=C(\C)CC(=O)Nc1ccccc1-c1ccccc1	2	·	-2.5	1	-1.1	3	-2	3	-2	102
13	COc1ccccc1N1CC(C(=O)Nc2nnc(SCc3ccccn3)s2)CC1=O (configuration not stated)	-1	-14	-0.3	5	4.4	-1	2	-1	-2	109
14	CSc1nccc(Nc2ccccc2)c1C#N	-5	25	-1.2	1	-0.3	0	2	12	-1	109
15	CCOc1cccc(C2C(C#N)=C(N)Oc3cc(C)n(Cc4ccccn4)c(=O)c32)c1OCC (configuration not stated)	1	0	-1.2	24	-1.1	7	-6	-6	-4	108
16	O=C(c1c[nH]c(C(=O)C(Cl)(Cl)Cl)c1)c1ccc(F)cc1Cl	0	27	·	-5	-0.4	0	5	0	·	95
17	N#Cc1c(N2CCCCC2)nc(N)c2c(N)nc3c(c12)CC(CCl)O3 (configuration not stated)	4	1	-1.1	0	0.0	3	-4	-19	-1	101
18	CCSc1nnc(-c2ccccc2NC(=O)CC)c(=O)[nH]1	-1	17	-1.5	-1	-1.4	-3	-2	-15	0	99
19	c1ccc(CSCc2cn3ccsc3n2)cc1	-2	3	-0.6	-4	-0.7	0	-2	-5	2	103
20	Cc1ccc(S(=O)(=O)NCc2nnc(SCC(=O)Nc3cccc(C)c3C)n2C)cc1	-1	2	0.0	-1	-0.9	0	-6	-5	19	97
21	COc1ccc(NC(=S)NC(=O)/C=C/c2cccs2)cc1	-1	9	-1.1	-3	1.3	-3	-4	-4	-3	64
22	O=C(c1ccc(F)cc1)C1CCN(Cc2cn[nH]c2-c2ccc(F)cc2)CC1	-1	-6	-0.6	-2	0.1	0	-2	-3	5	103
23	Cc1ccc(C2OCC3(CO)COC(c4ccc(C)cc4)N23)cc1 (configuration not stated)	-4	-9	-0.3	1	2.6	-5	-1	1	-2	103
24	COc1ccccc1NC(=O)c1ccc(NC(=O)CSc2n[nH]c(N)n2)cc1	-2	4	-1.0	5	-0.4	-2	-4	0	-1	100
25	COc1ccc(C(=O)Nc2ccc(Cl)cc2C(=O)NCCN2CCOCC2)cc1	-7	7	-3.2	-4	1.4	4	1	-18	-2	·
26	Nc1ncnc2c1ncn2[C@@H]1O[C@H](CNCC#Cc2ccccc2)[C@@H](O)[C@H]1O	-2	37	-1.1	4	5.5	6	-6	-7	·	101
27	CCCNC(=O)CSc1nc2[nH]ncc2c(=O)[nH]1	0	-3	-1.1	0	-0.1	5	-1	-5	-1	100
28	CCC1CCCCN1Cc1nc2c(c(=O)n(C)c(=O)n2C)n1CCC(C)C (configuration not stated)	-1	-1	-1.5	·	1.0	-1	-5	1	·	101
29	O=C1CCCN1CCCNC(=S)Nc1ccc(F)cc1	-1	-4	-2.0	13	-0.5	5	-8	8	0	85
30	O=C(c1cc2cc(Br)ccc2oc1=O)N1CCN(c2ccccn2)CC1	2	7	-1.3	0	7.9	2	4	-1	2	103
31	CSc1nc(Nc2ccc(Cl)cc2)c(C#N)c(=O)[nH]1	4	2	-2.5	·	-2.0	1	-3	5	-2	88
32	CCN(C(=O)COC(=O)c1c2c(nc3ccccc13)/C(=C/c1ccccc1)CC(C)C2)C1CCS(=O)(=O)C1 (configuration not stated)	-2	36	-1.3	-2	0.6	-1	-7	6	0	100
33	COc1ccccc1NC(=O)CSc1ccc(-c2cccs2)nn1	-5	7	-4.0	-6	0.1	-1	-3	9	-3	102
34	Clc1ccc(/C=C/c2nc3ccccc3[nH]2)cc1	-4	22	-4.9	-4	1.4	-4	0	-5	1	101
35	COC(=O)C1CCN(CC(=O)Nc2sc3c(c2C#N)CCC3)CC1	-3	3	-1.4	-1	-0.6	-6	-2	-6	·	103
36	CCOc1ccc(-n2c(C)c(C(C)=O)c3cc(O)ccc32)cc1	-3	-1	0.1	1	-0.4	-1	-3	-3	-3	87
37	NNC(=O)c1csc(-c2ccc(C(F)(F)F)cc2Cl)n1	-10	13	-1.3	1	-0.6	2	-5	0	-2	·
38	COc1cccc(CNC(=O)C2CCN(S(=O)(=O)c3ccccc3)CC2)c1	0	-4	-1.8	-1	0.1	2	-6	-7	3	99
39	O=C(Cn1cnc([N+](=O)[O-])n1)NCCc1ccccc1	·	4	-0.7	5	-0.1	2	2	·	-4	103
40	C=CCNC(=O)C1CCN(c2nc(C)cc(-c3ccccc3)n2)CC1	-4	0	-1.0	-1	0.4	-2	4	0	0	103
41	CC1(C)OC2OC(C3COC(=O)O3)C(OC(=O)c3ccccc3)C2O1 (configuration not stated)	-2	-14	0.4	1	-1.0	2	-1	0	-2	·
42	Cc1cc(NS(=O)(=O)c2ccc(NC(=O)c3cc4ccccc4o3)cc2)nc(C)n1	1	2	-1.9	-6	-0.2	-1	-3	-7	3	110
43	Cc1nnc(N2C(=O)C(=O)/C(=C(/O)c3ccc4c(c3)OCCO4)C2c2ccc(F)cc2)s1 (configuration not stated)	3	44	-0.5	8	-8.8	-5	5	1	2	98
44	COc1cc([N+](=O)[O-])ccc1NC(=O)NNC(=O)c1sccc1C	4	36	-5.2	3	-0.8	4	1	-6	·	110
45	COc1ccc(-c2cc(C(=O)N3CCCC3)no2)cc1OC	-2	3	-1.4	7	0.2	-2	-5	-1	-1	·
46	CC(NC(=O)CN1CCN(c2cccc(Cl)c2)CC1)c1ccccc1 (configuration not stated)	-2	16	0.0	1	-2.7	3	-5	-10	2	97
47	COc1ccc(-n2ccnc2SCC(=O)NCc2ccccc2)c(OC)c1	0	-2	-0.5	-4	1.4	-1	-5	-3	-1	·
48	Cc1cc(C)n2nc(CC(=O)NNC(=O)COc3ccccc3)nc2n1	-1	-11	-1.9	-3	-0.3	-5	-5	0	2	102
49	O=C(Nc1cccc2nsnc12)c1cccs1	-2&1	3&0	-3.1&-2.3	-5&-4	1.6&-0.9	-3&3	3&-7	-3&-14	-1	101
50	Cc1nc(N)[nH]c(=O)c1CC(=O)OCCCl	3	-7	-0.1	56*	-0.3	-2	2	0	0	88
51	Cc1cccc(NC(=O)C2CCN(S(=O)(=O)c3cccc4nonc34)CC2)c1	-4	29	-1.5	-6	1.7	-1	-6	-2	-1	105
52	O=C(O)c1ccc(-c2ccc(/C=N/Nc3ccc([N+](=O)[O-])cc3)o2)cc1	-8	11	-3.1	-5	-2.9	5	-14	-57	10	6.2*
53	COc1ccccc1N1CCN(S(=O)(=O)c2ccc(Cl)cc2)CC1	-15	-4	-0.8	-4	-0.4	1	1	-11	·	92
54	O=C(NC(=S)Nc1ccc2c(c1)OCO2)c1ccc(Cl)cc1	-13	1	-0.3	-3	-1.6	-1	-1	7	0	66
55	O=C(OCCc1cc2ccccc2c(=O)o1)c1ccc2c(c1)OCO2	-7	3	-0.9	-4	-2.8	8	1	-4	·	100
56	CN(C)S(=O)(=O)N1CCN(c2ccc([N+](=O)[O-])c(N3CCOCC3)c2)CC1	-1	22	-0.5	-1	-1.2	1	0	3	·	100
57	COc1cc(Cl)c(CN2CCCC(CO)(Cc3ccccc3F)C2)cc1OC (configuration not stated)	-9	5	-0.4	19	0.6	-3	-7	-6	0	109
58	CN(C)c1ccc(NC(=O)CSc2n[nH]c(-c3ccncc3)n2)cc1	0	15	-1.6	·	-1.0	0	-3	1	-3	102
59	COc1cc(C2=NOC(C(=O)NCc3ccccn3)C2)cc(OC)c1OC (configuration not stated)	-2	-7	-0.2	0	4.4	3	3	11	0	·
60	COCCn1c(=S)[nH]c2cc(C(=O)N3CCN(c4ccccc4OC)CC3)ccc2c1=O	-1	6	-1.5	0	-1.5	3	-5	-20	3	·

Along the list, as entered above:
Compounds 56 to 59 in Cardiac RTF inh: 3, -6, 1, 11

Carrying on.
item	compound	DAGLB inh	Arrestin-AP2 inh	CAL PDZ FP-1	CAL PDZ FP-2	C-LANA FP	V-ATPase pHluor	Keap1-Nrf2 PPI	Cardiac RTF inh	NSD2 HMT inh	Pemphigus Ab inh
61	Cc1ccc(Nc2c(-c3ccc(N4CCOCC4)cc3)nc3cnccn23)cc1	1	7	-0.1	-2	3.0	-9	0	1	27	92
62	O=C(COC(=O)CNC(=O)c1ccccc1)NCCCc1ccccc1	0	-7	1.4	3	-0.2	-2	-8	0	-5	·
63	CC(C)(C)NC(=O)N1CCn2cccc2C1c1ccccc1F (configuration not stated)	-3	6	-2.9	-2	0.0	3	-1	-18	-2	105
64	CCN(CC)C(=O)CSc1nnnn1-c1ccc(F)c(Cl)c1	0	-11	-0.5	·	-1.3	-1	-1	-3	0	98

3 compounds already listed, ordered by number of heavy atoms, ascending:
item	compound	DAGLB inh	Arrestin-AP2 inh	CAL PDZ FP-1	CAL PDZ FP-2	C-LANA FP	V-ATPase pHluor	Keap1-Nrf2 PPI	Cardiac RTF inh	NSD2 HMT inh	Pemphigus Ab inh
54	O=C(NC(=S)Nc1ccc2c(c1)OCO2)c1ccc(Cl)cc1	-13	1	-0.3	-3	-1.6	-1	-1	7	0	66
11	COc1ccc(-c2oc(=O)n(C)c2-c2ccc(OC)cc2)cc1	-4	8	-1.9	-5	-1.1	0	-3	2	4	93
56	CN(C)S(=O)(=O)N1CCN(c2ccc([N+](=O)[O-])c(N3CCOCC3)c2)CC1	-1	22	-0.5	-1	-1.2	1	0	3	·	100
